Screens as filed in PubChem BioAssay.
UbGFP stabilizer: Ubiquitin-GFP Assay; Ubiquitin-GFP reporter cells, proteasome inhibition, GFP fluorescence; response scale: untreated = 0%, 10 µM MG-132 = 100%; Potency, µM (top dose mostly 45.9 µM), without a hit: at the top dose activation (GFP accumulation), most hits filed as activators; 67,000 tested, under 10 active; AID 526, 2006; active = well fitted activation curve with a large enough effect, not every such curve was filed as active; inconclusive = small, poorly fitted or top-dose-only effect, or another doubt; inactive = no such curve, though single readings can be large or run the other way; also: potency is read from the fitted curve at half-maximal effect
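U2OS cells stably expressing ubiquitin(G76V)-GFP, seeded overnight in 0.5% FBS medium, were exposed to compounds (qHTS, 46 uM to 2.9 nM) for 4 hr at 37 °C. GFP-positive cells were counted by laser cytometry (488 ex/515 em), normalized between basal and 10 uM MG-132.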
Fluorescein autfl: qHTS Assay for Spectroscopic Profiling in Fluorescein Spectral Region; Compound autofluorescence, 480/540 nm, fluorescein-equivalent; stronger effect = higher value; max fluorescein-equivalent concentration, M; hit rate 0.91% among 59,000; in the data active = max fluorescein-equivalent concentration above about 10 nM; inconclusive = between about 1.1 nM and that limit
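Fluorescein stocks ranging 3 mM down to 300 nM, plus DMSO blanks, were pinned alongside compounds to build a per-plate standard curve. Buffer: 100 mM Tris, pH 8.0. Incubation 15 min, room temperature; filters 480/540 nm.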
Texas Red fluor: qHTS Assay for Spectroscopic Profiling in Texas Red Spectral Region; Compound fluorescence, Texas Red channel, 547/618 nm; stronger effect = higher value; max dye-equivalent concentration, M; hit rate 0.06% among 59,000; AID 587, 2007; in the data active = max dye-equivalent concentration above about 10 nM; inconclusive = between about 1.1 nM and that limit
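qHTS profiling of intrinsic compound fluorescence; 100 mM Tris pH 8.0; 15 min RT; ex 547 / em 618 nm; response expressed as Texas Red dye-equivalent concentration from six-point plate standard.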
Hsp90 Hop PPI: qHTS Assay for Disrupters of an Hsp90 Co-Chaperone Interaction; Hsp90 C-terminal peptide / TPR2A (Hop) interaction, human; AID 595, 2007; AlphaScreen TPR2A-His6 binding biotin-Hsp90 C-terminal peptide; Potency, µM (titrated, usually from 57 µM), for inactives: at the top dose activity change, negative = inhibition; hit rate 0.44% among 71,000; active = well fitted curve in either direction with a large enough effect; inconclusive = small, poorly fitted or top-dose-only effect, or another doubt; also: potency is read from the fitted curve at half-maximal effect; % is scaled to controls: 0 for no effect and ±100 for the full control effect; many of its hits are not listed in these tables
Rhodamine autofl: qHTS Assay for Spectroscopic Profiling in Rhodamine Spectral Region | Rhodamine-region fluorescence, 547/598 nm, Tris buffer; stronger effect = higher value | max dye-equivalent concentration, M | hit rate 0.05% among 59,000 | AID 594, 2007; in the data active = max dye-equivalent concentration above about 11 nM; inconclusive = between about 1.1 nM and that limit
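Compound fluorescence in 100 mM Tris, pH 8.0, read after 15 min at room temperature with 547 nm excitation and 598 nm emission. Output is dye-equivalent concentration from an on-plate rhodamine standard series.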
HBB splicing: qHTS Assay for Modulators of Hemoglobin Beta Chain Splicing. HBB splicing reporter cell assay, activation; EGFP reporter with mutant IVS2-654 intron; response scale: normalised to 500 nM splice-correcting PNA. Potency, µM (highest dose often 46.1 µM), for inactives: at the highest dose activation, actives largely listed as activators. hit rate 0.06% among 65,000; also: potency is read from the fitted curve at half-maximal effect; 0% is about no effect
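HeLa cells stably expressing EGFP interrupted by mutant beta-globin intron 2 (IVS2-654), 500/well in 2% FCS. Treated with compound for 2 days at 37C. Splicing correction scored as total well GFP intensity (488 nm excitation, 500-520 nm emission); 500 nM antisense PNA served as control.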
ALOX15 inhib: qHTS Assay for Inhibitors of 15-hLO (15-human lipoxygenase) | purified 15hLO-1, xylenol orange hydroperoxide absorbance | Polyunsaturated fatty acid lipoxygenase ALOX15 (Homo sapiens), P16050 | hit rate 1.4% among 74,000 | Potency, µM (titrated, usually from 57.1 µM), for inactives: at the highest dose activity change, negative = inhibition, hits mostly inhibitors; also: potency is read from the fitted curve at half-maximal effect; % is scaled to controls: 0 for no effect and ±100 for the full control effect; nearly all actives have a fitted effect of over 55% in size
Target sequence (P16050 whole entry, looked up): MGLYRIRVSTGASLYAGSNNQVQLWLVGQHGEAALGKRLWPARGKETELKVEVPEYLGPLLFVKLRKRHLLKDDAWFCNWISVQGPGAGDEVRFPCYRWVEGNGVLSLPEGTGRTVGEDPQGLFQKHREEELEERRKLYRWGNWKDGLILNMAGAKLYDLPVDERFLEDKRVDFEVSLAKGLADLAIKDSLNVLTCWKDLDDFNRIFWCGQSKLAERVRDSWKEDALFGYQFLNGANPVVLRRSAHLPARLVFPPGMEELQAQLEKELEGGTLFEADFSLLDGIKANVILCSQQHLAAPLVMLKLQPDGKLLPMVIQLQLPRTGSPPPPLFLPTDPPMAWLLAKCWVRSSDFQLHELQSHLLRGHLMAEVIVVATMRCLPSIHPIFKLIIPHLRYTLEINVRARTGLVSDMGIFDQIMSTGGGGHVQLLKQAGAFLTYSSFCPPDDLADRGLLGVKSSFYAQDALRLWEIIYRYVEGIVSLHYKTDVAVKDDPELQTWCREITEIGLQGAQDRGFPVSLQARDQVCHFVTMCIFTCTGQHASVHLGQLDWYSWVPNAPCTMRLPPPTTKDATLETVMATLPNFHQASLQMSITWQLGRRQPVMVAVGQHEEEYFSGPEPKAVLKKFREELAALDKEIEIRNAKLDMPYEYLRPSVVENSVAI
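Purified human 15hLO-1 (40 nM final) in 25 mM Hepes pH 7.5, 0.01% Triton X-100 was preincubated with compound 15 min at room temperature, then reacted 6 min with 50 uM arachidonic acid; hydroperoxide detected by Fe-XO, 573/405 nm absorbance ratio.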
4-MU autofl: qHTS Assay for Spectroscopic Profiling in 4-MU Spectral Region. compound autofluorescence, 340/450 nm, 4-MU equivalents; stronger effect = higher value. max dye-equivalent concentration, M. hit rate 11% among 59,000. AID 589, 2007; in the data active = max dye-equivalent concentration above about 10 nM; inconclusive = mostly about 1.1 nM to 9.6 nM
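Compounds in 100 mM Tris, pH 8.0, incubated 15 min at room temperature, then fluorescence read at 340 nm excitation/450 nm emission. Signal converted to 4-MU dye-equivalent concentration using an on-plate six-point 4-MU standard curve.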
Epigenetic mod: qHTS Assay for Epigenetic Modulators; mouse C127i GFP locus derepression, cytometry, 30 h; Potency, µM (series often up to 46.1 µM), inactives show top-dose GFP derepression (activation); hit rate 0.09% among 68,000; AID 597, 2007; also: % of control where 0% means no effect
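Derepression screen: silenced CMV-GFP reporter in murine C127i cells, 30 h compound incubation at 37 C, washed cells imaged by laser-scanning cytometer to enumerate GFP-expressing objects of 20 to 120 um.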
HADH2 inh: qHTS Assay for Inhibitors of HADH2 (Hydroxyacyl-Coenzyme A Dehydrogenase, Type II); 3-hydroxyacyl-CoA dehydrogenase type-2 (Homo sapiens), Q99714; recombinant HADH2, NADH fluorescence, beta-hydroxybutyryl-CoA; Potency, µM (series often up to 57.1 µM), for the others: top-dose activity change, negative = inhibition, hits mostly inhibitors; hit rate 3.4% among 73,000; AID 886, 2007; also: potency is read from the fitted curve at half-maximal effect; % is scaled to controls: 0 for no effect and ±100 for the full control effect; nearly all actives have a fitted effect of over 60% in size; many of its hits are not listed in these tables
Target sequence (Q99714 whole entry, looked up, one chain of several): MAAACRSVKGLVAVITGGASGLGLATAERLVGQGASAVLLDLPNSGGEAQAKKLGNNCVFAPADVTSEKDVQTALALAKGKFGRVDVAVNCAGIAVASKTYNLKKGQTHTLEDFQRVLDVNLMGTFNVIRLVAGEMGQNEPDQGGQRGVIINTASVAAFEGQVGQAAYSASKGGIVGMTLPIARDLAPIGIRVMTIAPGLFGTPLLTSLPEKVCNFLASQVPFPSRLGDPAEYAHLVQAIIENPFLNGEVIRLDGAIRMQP
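E. coli-expressed His-tagged HADH2 tested at 20 nM in alkaline Tris buffer (pH 9.0); oxidation of 90 uM beta-hydroxybutyryl-CoA with 1 mM NAD+ tracked fluorimetrically for 4 min.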
Pol III holo inh: qHTS Assay for Inhibitors of DNA Polymerase III Holoenzyme System; hit rate 0.25% among 71,000; reconstituted DNA polymerase III holoenzyme replication, biochemical; Potency, µM (highest dose often 57.1 µM), inactives show at the top dose activity change, negative = inhibition; also: potency is read from the fitted curve at half-maximal effect; % is scaled to controls: 0 for no effect and ±100 for the full control effect
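Reconstituted *E. coli* holoenzyme (0.35 nM Pol III, 1 nM beta, 154 nM SSB, 2 nM primase) was preincubated with compound for 15 min at RT. Synthesis on 1.4 nM ssM13Gori ran 35 min, then was stopped with PicoGreen/EDTA and read as dsDNA fluorescence.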
Numbers without * were called inactive; i = inactive; ? = inconclusive; / = not tested or not shown; & = joins results of further samples; [ ] = dose if it differs, or a comment. Unless noted, calls follow the shape of the dose curve; as a rule, active = well fitted curve in the direction sought with a large enough effect; inconclusive = small, poorly fitted or top-dose-only effect, or another doubt; inactive = no such curve, though single readings can be large; an effect the other way counts as inactive or inconclusive. A portion of the library. The share of hits here may be higher or lower than overall.

SMILES | UbGFP stabilizer | Fluorescein autfl | Texas Red fluor | Hsp90 Hop PPI | Rhodamine autofl | HBB splicing | ALOX15 inhib | 4-MU autofl | Epigenetic mod | HADH2 inh | Pol III holo inh
CCNC[C@H](O)c1cccc(O)c1 | -6.6%[20.5 µM] | ? | i | -4.9%[26 µM] | i | 0.9%[20.6 µM] | 2.7%[25.6 µM] | i | 4.4%[20.6 µM] | -6.3%[25.6 µM] | -8.3%[25.6 µM]
CCC(=NCC1CCCO1)c1c(O)n(Cc2ccccc2)c(=O)[nH]c1=O (stereo unspecified) | -0.9% | i | i | -1.3% | i | 1.8%[57.5 µM] | -6.5% | i | -2.2% | -1.9% | 4.7%
OC1(c2cccnc2)CC2CCC(C1)N2Cc1nnnn1Cc1ccccc1 (stereo unspecified) | -1.4% | i | i | -2.5% | i | / | 8.8% | i | 0.9% | ? | -1.6%
CC(C)(O)[C@H]1O[C@@H]2CC[C@]3(C)[C@@]4(C)c5[nH]c6ccccc6c5C[C@@H]4CC[C@]3(O)C2=CC1=O | 4.4% | / | / | -27.7% | / | / | ? | / | 1.1% | 20.9% | -4.3%
C[N+](C)(C)CCOC(=O)CBr | 3.2% | i | i | -3.3% | i | 1.1% | 6.3% | i | -2.2% | -5.6% | -2.6%
CC[C@@](O)(C(=O)O)c1cc2n(c(=O)c1CO)Cc1cc3ccccc3nc1-2 | -1.0%[9.17 µM] | i | i | -2.1%[11 µM] | i | -0.1%[9.22 µM] | -14.3%[11.4 µM] | 8.39e-07M* | 2.2%[9.22 µM] | ? | -9.3%[11.4 µM]
CCCCC12CNCC(C)(CNC1)C2=O | -2.6% | ? | ? | -1.9% | i | -1.3% | 1.8% | i | -3.2% | 2.1% | -3.0%
CN(C)P1(N(C)C)=Nc2c(c(N)nn2C)C(c2ccccc2)=N1 | -6.0% | ? | i | 0.4% | i | -2.1% | 7.9% | i | 2.1% | -5.5% | -5.0%
c1ccc(P(c2ccccc2)c2ccccc2)cc1 | / | / | / | -13.5% | / | -0.1% | -18.8% | / | / | -14.5% | -0.9%
O=c1[nH]c(=O)n(Cc2ccco2)c(O)c1C=NCCN1CCOCC1 | / | ? | i | / | i | / | / | i | -0.5%[20.6 µM] | / | /
CC(=O)[C@@H]1CC[C@H]2[C@H]3CC[C@H]4C[C@@H](O)CC[C@]4(C)[C@@H]3CC[C@]12C | 10.2% | ? | i | -3.6% | i | -0.5% | -8.3% | i | 3.3% | 11.2% | 18.9%
N#C/C(N)=C(/N)C#N | / | / | / | -11.5% | / | 0.1% | -3.1% | / | / | -1.4% | -11.1%
CC(=O)N1CCN(c2ccc(N=Cc3c(O)n(-c4ccc(Cl)cc4)c(=O)[nH]c3=O)cc2)CC1 | / | ? | i | -6.0% | i | 0.2%[0.369 µM] | -24.2% | i | -2.1% | -20.6% | -1.9%
CN(C)CS/C(N)=N/[C@H](O)C(Cl)(Cl)Cl | -1.8%[9.17 µM] | ? | i | -1.7%[11 µM] | i | 0.7%[9.22 µM] | -16.5%[11.4 µM] | i | 0.0%[9.22 µM] | ? | -9.7%[11.4 µM]
N#CCc1ccccc1 | / | / | / | 0.6% | / | 0.2% | -0.4% | / | / | -12.4% | -5.6%
O=C(O)[C@@H](Br)[C@H](Br)C(=O)O | -10.2%[9.17 µM] | ? | i | -1.8%[11 µM] | i | 0.0%[9.22 µM] | 2.8%[11.4 µM] | i | -2.3%[9.22 µM] | 2.3%[11.4 µM] | -7.6%[11.4 µM]
CCC1CCCCN1P(=O)(c1ccc(C)o1)C(C)(C)C (stereo unspecified) | / | i | i | -5.6% | i | 2.9%[0.369 µM] | 4.9% | ? | 1.6% | 15.4% | -9.8%
CC1=C2[C@@H]3OC(=O)[C@H](C)[C@H]3CC[C@@]2(C)C=CC1=O | 3.2% | i | ? | -2.8% | i | / | / | i | -0.2%[9.22 µM] | 0.1% | 0.8%
COC(=O)COc1cc(C)cc2oc(=O)c3c(c12)CCCC3 | -5.1% | i | i | -1.7% | i | -1.3% | 4.2% | i | 0.1% | ? | -2.9%
CN(C)[C@@H]1C(=O)C(C(N)=O)=C(O)[C@]2(O)C(=O)C3=C(O)c4c(O)cccc4[C@@](C)(O)[C@@H]3C[C@@H]12 | 2.0% | i | i | -2.8% | i | / | / | i | -4.7%[9.22 µM] | -12.9% | -3.2%
O[C@H]1C2CCC1C(N1CCCCC1)CC2 (stereo partly specified) | -6.7% | ? | i | -1.3% | i | 3.2% | 7.8% | ? | 2.6% | -0.3% | 0.6%
O=C1NC(=O)C2(Cc3c(nc4ccccn4c3=O)N3CCCCCC32)C(=O)N1Cc1ccccc1 (stereo unspecified) | -4.0% | i | i | -1.2% | i | -2.4% | -19.4% | ? | 5.4% | -6.5% | -0.7%
C[N+]1=Cc2cc3c(cc2CC1)OCO3 | 3.9% | i | i | 0.1% | i | / | -5.2%[25.6 µM] | 8.45e-07M* | -4.7%[9.22 µM] | 31.6µM* | -2.6%
c1cc(C2N3CCCN2CC3)ccn1 (stereo unspecified) | -1.5%[9.17 µM] | ? | i | 1.0%[11 µM] | i | -1.7%[9.22 µM] | 3.7%[11.4 µM] | i | 3.4%[9.22 µM] | 6.2%[11.4 µM] | -9.9%[11.4 µM]
C=CCN1C[C@@H](C)N([C@H](c2ccc(C(=O)N(CC)CC)cc2)c2cccc(OC)c2)C[C@H]1C | -0.1% | ? | ? | 1.1% | i | 0.9% | 11.6% | i | 2.2% | -16.0% | -2.0%
(next part)
SMILES | UbGFP stabilizer | Fluorescein autfl | Texas Red fluor | Hsp90 Hop PPI | Rhodamine autofl | HBB splicing | ALOX15 inhib | 4-MU autofl | Epigenetic mod | HADH2 inh | Pol III holo inh
Cc1cc(C)n2nc(SC(C)C(=O)N3CCC4(CC3)OCCO4)nc2n1 (stereo unspecified) | 9.3% | ? | i | -3.0% | i | 4.4%[1.84 µM] | 13.8% | i | 0.0% | 7.5% | -2.2%
Cc1nnc2ccc(N3CCN(C)CC3)nn12 | 13.8% | / | / | ? | / | -0.3%[9.22 µM] | 6.5% | / | 0.3% | 9.4% | 3.5%
Cc1cc2nc(NC3=NCN(Cc4cccnc4)CN3)nc(C)c2cc1C | -5.2% | i | i | -4.0% | i | -2.9%[57.5 µM] | 26.1% | 9.81e-07M* | -2.2% | ? | ?
COc1ccc2c3c1O[C@@H]1C(=O)CC[C@@]4(O)[C@@H](C2)N(CC2CC2)CC[C@]314 | -3.3% | i | i | -4.0% | i | -0.6% | -4.5% | i | -3.3% | ? | -4.5%
NNc1c(C(N)=O)c2c(N)ncnc2n1[C@@H]1O[C@H](CO)[C@@H](O)[C@@H]1O | -7.4%[9.17 µM] | i | i | -4.0%[11 µM] | i | -0.2%[9.22 µM] | / | i | 3.6%[9.22 µM] | -18.0%[11.4 µM] | -2.6%[11.4 µM]
Cc1ccc(N)cc1C | / | / | / | -0.5% | / | -0.1% | -6.8% | / | / | -1.3% | -5.7%
c1cc(CN2CCC3(CCNCC3)CC2)ccn1 | -1.8% | i | i | -6.3% | i | 3.1% | 2.7% | i | -2.3%[9.22 µM] | 0.6% | -4.8%
Nc1c(Cl)c(Cl)nc(C(=O)O)c1Cl | / | / | / | 0.0% | / | 1.0% | -1.6% | / | / | 1.5% | -5.3%
CCCN(CCC)C1Cc2cc(OC)c(OC)cc2C1 | -1.3%&-8.1% | ? | ? | -2.0%&-2.1% | i | 0.9% | ? | i | 4.2%&0.0% | 5.1%&9.0% | -3.2%&-6.9%

One compound at a time, as listed above. Values in the order: UbGFP stabilizer	Fluorescein autfl	Texas Red fluor	Hsp90 Hop PPI	Rhodamine autofl	HBB splicing	ALOX15 inhib	4-MU autofl	Epigenetic mod	HADH2 inh	Pol III holo inh
`C[N+]1=Cc2cc3c(cc2CC1)OCO3` as listed: 3.9%	i	i	0.1%	i	/	-5.2%[25.6 µM]	8.45e-07M*	-4.7%[9.22 µM]	31.6µM*	-2.6%
`c1cc(CN2CCC3(CCNCC3)CC2)ccn1` as listed: -1.8%	i	i	-6.3%	i	3.1%	2.7%	i	-2.3%[9.22 µM]	0.6%	-4.8%
